# PI4K2A block = inhibitors of human PI4K2A. activity change, negative = inhibition, % at 76.9 µM. 420,000 tested, 0.13% active. purified PI4K2A, ADP-Glo luminescence, 1 h; stronger effect = lower value. Q9BTU6; in the data active = activity change below about -50%; inconclusive = mostly about -30% to -49%;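 note: -100% = wells without enzyme as full effect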
# Target sequence (Q9BTU6 whole entry, looked up): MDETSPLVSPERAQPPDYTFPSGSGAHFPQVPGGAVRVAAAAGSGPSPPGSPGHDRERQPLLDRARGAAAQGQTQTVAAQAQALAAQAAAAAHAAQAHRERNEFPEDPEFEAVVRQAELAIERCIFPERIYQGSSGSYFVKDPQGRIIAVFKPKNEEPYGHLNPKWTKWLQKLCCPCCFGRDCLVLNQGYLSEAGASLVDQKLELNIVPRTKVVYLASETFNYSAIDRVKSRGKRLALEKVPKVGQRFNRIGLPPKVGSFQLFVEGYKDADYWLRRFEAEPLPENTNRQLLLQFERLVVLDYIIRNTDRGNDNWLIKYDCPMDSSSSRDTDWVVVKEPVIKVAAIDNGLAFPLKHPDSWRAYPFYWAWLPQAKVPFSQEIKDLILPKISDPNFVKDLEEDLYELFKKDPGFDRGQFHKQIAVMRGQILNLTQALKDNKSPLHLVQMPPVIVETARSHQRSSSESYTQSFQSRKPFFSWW
#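 PI4K2A activity was measured by ADP-Glo luminescence: enzyme (4 ug/mL stock) and phosphatidylinositol (1.2 mM stock) in Tris pH 7.5/MgCl2/EGTA/Triton X-100 buffer were reacted with ATP (300 microM stock) for one hour at ambient temperature.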
# ERG-DNA inh = ERG Ets/DNA interaction inhibition; P11308; fluorescence polarization, His-ERG Ets domain / labelled DNA; Potency, µM (top dose mostly 76.9 µM), for the others: at the highest dose FP activity, negative = inhibition, actives largely listed as inhibitors; 370,000 tested, 0.028% active; active = well fitted inhibition curve with a large enough effect in the polarisation, with a control signal flat; inconclusive = small, poorly fitted or top-dose-only effect, or effect the other way, or a change in a side signal; inactive = no such curve, though single readings can be large or run the other way; the % refers to the polarisation;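 note: polarization taken with two DNA probes labelled with fluorescein and Texas red; potency is the fitted concentration of half-maximal effect; % of control where 0% means no effect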
# Target sequence (P11308 whole entry, looked up, the tested form may be a part): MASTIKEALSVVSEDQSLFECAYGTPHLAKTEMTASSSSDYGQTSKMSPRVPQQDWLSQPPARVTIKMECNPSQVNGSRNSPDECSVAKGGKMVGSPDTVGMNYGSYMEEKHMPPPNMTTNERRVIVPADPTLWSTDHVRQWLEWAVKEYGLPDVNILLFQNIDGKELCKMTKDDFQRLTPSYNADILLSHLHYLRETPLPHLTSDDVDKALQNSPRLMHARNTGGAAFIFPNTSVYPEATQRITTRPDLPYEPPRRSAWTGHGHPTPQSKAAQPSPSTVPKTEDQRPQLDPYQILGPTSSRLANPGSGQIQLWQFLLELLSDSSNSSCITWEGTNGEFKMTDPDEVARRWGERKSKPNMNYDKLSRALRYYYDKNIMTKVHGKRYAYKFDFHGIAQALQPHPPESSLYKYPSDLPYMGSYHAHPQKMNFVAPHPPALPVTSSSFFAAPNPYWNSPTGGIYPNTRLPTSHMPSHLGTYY
#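 His-tagged ERG Ets domain (1 uM in the protein solution; 300mM KCl, 50mM Tris-HCl, 1mM EDTA, 1mM DTT, pH 7.5) received compound, then a probe mix of 5 nM fluorescein-DNA and 100nM Texas-615-DNA. Fluorescence polarization was read for both dyes.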
# Pin1 inhibitor = blocks the human prolyl isomerase Pin1 | AID 504891 | Pin1 FP peptide displacement, HiFluor488, 10 min | Q13526 | 390,000 tested, 0.009% active | Potency, µM (titrated, usually from 115 µM), inactives show at the highest dose activity, negative = inhibition, usual class: inhibitors; active = well fitted inhibition curve with a large enough effect in the polarisation, with a control signal flat, not every such curve was filed as active; inconclusive = small, poorly fitted or top-dose-only effect, or effect the other way, or a change in a side signal; inactive = no such curve, though single readings can be large or run the other way; the % refers to the polarisation; note: potency is the fitted concentration of half-maximal effect; % is set by controls: 0 for no effect and ±100 for the full control effect
# BAZ2B inh = inhibitors of human BAZ2B bromodomain. Q9UIF8. AlphaScreen BAZ2B-H3K14Ac peptide displacement. Potency, µM (series often up to 114 µM), for the others: at the highest dose activity change, negative = inhibition, usual class: inhibitors. 360,000 tested, 4.4% active; note: potency is the fitted concentration of half-maximal effect; % is set by controls: 0 for no effect and ±100 for the full control effect; nearly all actives have a fitted effect of over 60% in size
#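 AlphaScreen displacement: compounds (up to 110uM) incubated 30 min at room temperature with a preformed 50 nM BAZ2B/50 nM biotinylated H3K14Ac peptide complex in PBS pH 7.4 with Tween-20. Donor and acceptor beads at 10 ug/mL final added, 20 min light-protected before reading.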
# G9a inh = blocks human histone lysine methyltransferase G9a; G9a H3K9 monomethylation, AlphaScreen, 2 h; 350,000 tested, 8.8% active; Q96KQ7; Potency, µM (titrated, usually from 102 µM), without a hit: at the highest dose activity, negative = inhibition, hits mostly inhibitors; AID 504332; note: potency is the fitted concentration of half-maximal effect; % is set by controls: 0 for no effect and ±100 for the full control effect; nearly all actives have a fitted effect of over 75% in size
#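 G9a (20 nM) preincubated 15 min RT with compounds, then 500 nM biotinylated H3K9 peptide and 20 uM SAM added; 2 h RT reaction. Monomethyl-H3K9 product detected by AlphaScreen with anti-H3K9me1 antibody, streptavidin donor and anti-rabbit IgG acceptor beads.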
# GLS inhibitor = glutaminase GLS (human) inhibition; 410,000 tested, 0.21% active; O94925; GLS enzymatic activity, qHTS titration; Potency, µM (top dose mostly 45.5 µM), for inactives: at the top dose activity change, negative = inhibition, usual class: inhibitors; note: potency is the fitted concentration of half-maximal effect; % is set by controls: 0 for no effect and ±100 for the full control effect
#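 Read-out is an Amplex red fluorescence increase coupled through glutamate oxidase and HRP, measured before and after 30 min room-temperature incubation. hKGA is in 45 mM KH2PO4 (pH 8.2) with 0.02% Tween-20; glutamine added as 1mM solution.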
# HP1b binding inh = HP1-beta chromodomain-methylated histone interaction inhibition; Potency, µM (highest dose often 114 µM), inactives show at the top dose activity change, negative = inhibition, hits mostly inhibitors; AlphaScreen HP1-beta / biotin-H3K9me3 peptide binding; 390,000 tested, 0.56% active; note: potency is the fitted concentration of half-maximal effect; nearly all actives have a fitted effect of over 70% in size; inactives centre near 23
#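 Compound inhibition of the preformed complex between 50 nM HP1-beta and 50 nM biotinylated H3K9me3 peptide was read by AlphaScreen. Buffer was PBS pH 7.4 with 0.01% Tween-20. Incubations ran 30 min at room temperature, with 10 ug/mL donor/acceptor beads.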
# Tb PGK inh = blocks T. brucei phosphoglycerate kinase. P07378. PGK/GAPDH coupled, Kinase-Glo luminescence, 60 min. Potency, µM (titrated, usually from 57.5 µM), inactives show at the highest dose activity change, negative = inhibition, most hits filed as inhibitors. 380,000 tested, 0.043% active; note: potency is the fitted concentration of half-maximal effect; % is set by controls: 0 for no effect and ±100 for the full control effect; nearly all actives have a fitted effect of over 60% in size
#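 Recombinant glycosomal PGK reaction used 1,3-bisphosphoglycerate generated in-well by GAPDH (100nM final) in 100mM TEA pH 7.6, 5mM MgCl2, 0.01% Tween-20. After 60 minutes at room temperature, ATP was read by Kinase-Glo Plus luminescence end-point.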
# JMJD2A Tudor = blocks the human JMJD2A Tudor domain; AID 504339; O75164; 390,000 tested, 4.4% active; Potency, µM (series often up to 114 µM), without a hit: at the top dose activity change, negative = inhibition, actives largely listed as inhibitors; AlphaScreen JMJD2A-Tudor / H3K4me3 peptide binding; note: potency is the fitted concentration of half-maximal effect; % is set by controls: 0 for no effect and ±100 for the full control effect; nearly all actives have a fitted effect of over 50% in size
# Active calls of the source: *; i = inactive; ? = inconclusive; nt = no result given; & = joins results of further samples; [ ] = another dose, or the depositor's remark. Unless noted, calls come from the whole dose curve; as a rule, active = well fitted curve in the direction sought with a large enough effect; inconclusive = small, poorly fitted or top-dose-only effect, or another doubt; inactive = no such curve, though single readings can be large; an effect the other way counts as inactive or inconclusive.
SMILES,PI4K2A block,ERG-DNA inh,Pin1 inhibitor,BAZ2B inh,G9a inh,GLS inhibitor,HP1b binding inh,Tb PGK inh,JMJD2A Tudor
CCOC(=O)C1CCN(c2ncnc3c2c(-c2ccccc2)cn3-c2ccc(C)c(Cl)c2)CC1,-5.5,2.4%,1.6%,-0.8%,1.9%[59 µM],-7.9%,-4.8%,-1.7%,-18.7%
Cc1cccc(C)c1OCc1cc(C(=O)NCc2cn(C)nc2C)no1,3.8,-2.8%,-7.4%,-0.2%,26.5%,3.6%,22.7%,5.4%,-2.1%
Cc1cccc(C(=O)Nc2onc(C)c2C#N)c1,-1.2,-3.7%,-5.9%,?,nt,18.1%,0.5%,5.2%,89.1µM*
COc1cccc(N2CCN(Cc3nc4scc(-c5ccccc5)c4c(=O)[nH]3)CC2)c1,1.5,12.3%,?,-38.0%,-5.5%,12.1%,-10.7%,i,?
CC(C)(C)[C@@H]1C=C(C(=O)NC2CC2)O[C@H](OCc2ccc(CO)cc2)C1,-1.1,1.0%,-3.5%,0.0%,10.7%[59 µM],4.6%,41.0%[activator],-6.1%,-11.5%
COc1ccc(-c2nc(S(=O)(=O)c3ccc(C)cc3)c(N3CCCCC3)o2)cc1,-2.2,1.8%,-4.1%,?,3.55µM*,-6.5%,?,-9.0%,50.1µM*
O=C(O)c1cccnc1C(=O)O,-3.6&-14.6,-3.4%,-10.3%,6.31µM*,3.55µM*,18.5%,12.8%,5.2%,0.891µM*
COc1ccc(C2/C(=C(/O)c3ccccc3)C(=O)C(=O)N2CO)cc1 (stereo unspecified),-10.9,-3.3%,-11.4%,-36.5%,?,17.3%,25.1%,5.9%,-24.2%
CCOC(=O)N[C@H](Cc1c[nH]c2ccccc12)C(=O)Nc1cccc(Cl)c1,4.2,7.1%,15.6%,-15.6%,5.4%[59 µM],-2.8%,36.5%,1.8%,-32.2%
C[C@@H](CN=[N+]=[N-])CN1CC[C@H](NC(=O)OCc2ccccc2)CCC1=O,7.2,3.3%,-4.1%,-5.0%,nt,-9.1%,39.8%[activator],-8.7%,-2.2%
COc1ccc(S(=O)(=O)N2CCOCC2)c2ccccc12,-1.5,-0.2%,3.2%,5.0%,nt,2.8%,57.4%[activator],-2.2%,8.8%
NCCC(=O)NC[C@H]1O[C@@H](n2cnc3c(N)ncnc32)[C@H](O)[C@@H]1O,-14.5,-7.1%,-2.5%,nt,nt,1.3%,20.3%,-3.5%,-22.3%
COc1ccc(C2C=C(c3ccccc3)Nc3nc(NS(=O)(=O)c4ccccc4)nn32)cc1 (stereo unspecified),-2.2,-5.0%,-8.2%,-7.4%,-6.7%[59 µM],-29.6%,22.4%,-0.2%,-16.2%
Cc1ccc(Cl)cc1NC(=O)Cn1c(C)csc1=O,-1.4,0.5%,3.9%,7.6%,6.0%[12.7 µM],-1.1%,18.8%,-2.0%,-0.3%
CCOc1cc(CN2CCCC(CO)(Cc3ccc(F)cc3F)C2)ccc1OC (stereo unspecified),-3.9,8.0%,0.6%,6.0%,1.7%,-2.5%,49.9%,-3.6%,-29.4%
COc1cc(Cl)c(C)cc1NC(=O)CSc1nnc(-c2ccco2)n1CC(C)C,-2.9,-9.5%,?,?,?,17.3%,-15.6%,4.0%,?
CCOc1ccc(NC(=O)/C(C#N)=C\c2ccc(-c3ccc(Cl)cc3)o2)cc1,-1.7,-3.5%,?,-11.3%,-29.4%[59 µM],0.5%,5.0%,6.8%,-22.9%
COc1ccc(-n2cc(-c3ccc(OC(F)F)cc3)[n+]3c2CCCCC3)cc1,-0.7,-1.5%,1.5%,-0.4%,1.4%,3.1%,22.8%,-5.5%,-15.7%
COc1cccc(/C=C/C(=O)OCC(=O)NC2CC2)c1OC,4.7,9.2%,-5.8%,nt,nt,1.5%,41.2%[activator],8.0%,2.1%
CC(=O)c1cccc(NC(=O)CCc2nnc3ccc(NCc4ccc5c(c4)OCO5)nn23)c1,8.8,2.1%,17.8%,-25.7%,10.3%,-0.4%,25.4%,1.4%,-16.7%
Cc1nn(-c2ccccc2)c2sc(C(=O)O)cc12,-2.7,-11.7%,?,-24.9%,-33.5%[59 µM],-8.4%,50.6%[activator],-9.4%,-32.7%
Cc1nnc(SCC(=O)Nc2nccs2)n1C(C)C,-2.9,0.4%,-3.2%,-0.3%,nt,2.9%,26.7%,i,-7.6%
Cc1ccc2nc(Cl)cc(=O)n2c1,5.0,-0.4%,-12.8%,nt,nt,-9.0%,26.2%,-1.0%,-2.1%
O=C1NCCN/C1=C\C(=O)c1ccc(F)cc1,1.2,-1.0%,-0.1%,-4.5%,15.9%[12.7 µM],0.5%,29.2%,-1.3%,-15.6%
Cc1cc2cc(CCNC(=O)CC(C)(C)C)c(=O)[nH]c2cc1C,-0.4,-2.5%,-2.4%,-5.1%,9.9%,-3.5%,44.4%[activator],i,-10.3%
COc1cc(OC)cc(C(=O)NC2CC3CCC(C2)N3Cc2ccco2)c1 (stereo unspecified),-1.5,-4.4%,-2.7%,-0.5%,-5.7%,0.0%,10.7%,-1.6%,-15.8%
COc1ccccc1NC(=O)C1CCN(c2cnccn2)CC1,-3.8,1.6%,-6.1%,-9.5%,3.2%[59 µM],0.7%,10.6%,-0.7%,-11.3%
O=c1cc(-c2ccccc2)oc2ccc(O)cc12,-2.8,-6.3%,0.4%,3.7%,-7.7%,17.9%,24.7%,-2.8%,-10.2%
C/C(=N/NC(=O)c1ccc(Br)s1)c1cccnc1,-1.5,-6.0%,-0.8%,-23.7%,4.5%,8.5%,48.6%[activator],10.1%,-15.7%
CCOC(=O)C1(Cc2ccccc2Cl)CCN(Cc2csc(C(C)=O)c2)CC1,-10.5,-3.0%,-3.0%,-25.3%,?,-3.7%,16.2%,0.1%,-26.2%
c1coc(-c2nc3c([nH]2)CCc2nonc2-3)c1,-1.7,nt,2.5%,5.9%,6.1%[12.7 µM],7.3%,15.0%,-2.3%,-18.3%
Cc1nc(N)nc(N/N=C/c2c(F)cccc2Cl)n1,14.5,-15.0%,0.2%,-18.7%,11.2%,-17.3%,37.3%,i,-9.5%
O=c1oc2ccccc2cc1-c1csc(NN=C2CCCC2)n1,-6.0,-1.3%,2.1%,2.3%,4.9%[59 µM],7.5%,46.1%[activator],-4.7%,0.7%
CCNc1ccc(C(=O)OCC)cc1NC(=O)c1cccc(S(=O)(=O)N(C)c2ccccc2)c1,2.3,-3.9%,7.7%,-5.7%,-50.4%[59 µM],11.5%,3.2%,-5.2%,-21.8%
CCCCn1cnc2cc(NCc3ccncc3)ccc21,2.9,0.6%,-1.2%,-10.6%,?,6.8%,8.2%,7.3%,?
CCCCN(CC)C(=O)c1cccc(Cl)c1,1.5,-4.2%,1.3%,9.0%,-33.2%[12.7 µM],-22.5%,40.9%[activator],-3.9%,-0.7%
COCC(=O)Nc1cc(C(=O)Nc2ccccc2C)ccc1Cl,0.9,nt,-10.2%,-5.0%,18.3%[59 µM],-3.3%,11.1%,2.0%,-2.2%
CC(C)(C)NC(=O)C(c1ccccc1)N(C(=O)c1ccco1)C1CC1 (stereo unspecified),0.5,-4.5%,1.8%,2.9%,-5.0%[12.7 µM],-7.3%,?,-15.4%,-9.2%
COP(=O)(OC)c1nc(-c2ccc(C)cc2)oc1N1CCCCC1,-1.7,-7.1%,3.0%,?,-40.3%,-0.6%,2.9%,-7.6%,-31.0%
Cc1ccc(C)c(N2CCN(CCCNC(=O)c3ccc4nc(C(C)C)oc4c3)CC2)c1,3.1,-7.5%,-6.2%,-19.7%,-2.3%[59 µM],5.7%,20.5%[57 µM],10.8%,-21.1%
CC(=O)c1ccc2c(c1)OCCOCCOc1ccc(C(C)=O)cc1OCCOCCO2,-11.5,7.6%,4.3%,-25.5%,-2.9%,0.7%,38.5%[activator],-1.3%,-18.8%
CCOC(=O)N1CCN(C(=O)C2CCCN(c3nc4ccc(OCC)cc4s3)C2)CC1 (stereo unspecified),5.1,2.5%,-6.4%,-1.2%,14.0%[59 µM],-9.1%,45.6%[activator],-10.0%,-4.8%
CC(NS(=O)(=O)c1ccc(OCC(=O)NCc2ccccn2)cc1)c1ccccc1 (stereo unspecified),-6.6,-1.4%,4.3%,2.7%,-0.6%,-5.3%,18.7%,-0.3%,-5.5%
COc1ccccc1-n1c(C)c(C(C)=O)c2cc(O)ccc21,3.8,-2.0%,4.7%,-37.9%,7.4%,?,5.2%,9.3%,-24.5%
COc1ccccc1N1CC(C(=O)Nc2nnc(SC)s2)CC1=O (stereo unspecified),2.6,-1.1%,-7.9%,-9.9%,17.4%[12.7 µM],11.9%,14.8%,4.3%,-2.9%
CC(=O)N(c1ccccc1Cl)S(=O)(=O)c1ccc(Cl)cc1,5.7,5.4%,-2.5%,13.3%,3.2%,-5.0%,57.4%[activator],2.9%,-11.5%[57.1 µM]
COc1ccccc1CNC(=O)COc1ccc(C)cc1,3.7,2.8%,-0.9%,1.2%,17.1%,0.5%,51.1%,4.3%,-11.2%
Cc1cc(=O)[nH]c(SCC(=O)N2CCN(C(=O)c3ccco3)CC2)n1,-2.3,3.1%,-14.7%,nt,nt,-1.2%,25.7%,2.8%,-7.6%

# Screens (PubChem)

# Random draw from the library (roughly 11% active in at least one column).
